TrxR1 inh – qHTS Assay for Inhibitors of Mammalian Selenoprotein Thioredoxin Reductase 1 (TrxR1): qHTS; Thioredoxin reductase 1, cytoplasmic (Rattus norvegicus), O89049; recombinant rTrxR1, NADPH fluorescence consumption, selenite substrate; Potency, µM (doses to about 114 µM), inactives show top-dose activity change, negative = inhibition, most hits filed as inhibitors; 390,000 tested, 1% active; AID 588453, 2011; note: potency is the fitted concentration of half-maximal effect; % is set by controls: 0 for no effect and ±100 for the full control effect; nearly all actives have a fitted effect of over 65% in size
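Rat TrxR1 (90 nM in the dispensed reagent) was pre-reduced with 400 uM NADPH for 5 min at room temperature, then incubated with compound for 15 min. After 400 uM selenite was added, NADPH fluorescence (Ex 340/Em 450 nm) was followed for 8 min.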
TRHR enhancer – qHTS for Small Molecule Agonists and Allosteric Enhancers of Human TRH Receptor: Primary Screen for Enhancers; 360,000 tested, 0.66% active; TRHR cells, fluo-8 calcium fluorescence, EC20 TRH enhancement; enhancement, % at 2 µM; in the data active = enhancement above about 30%; note: 0% is about no effect
Target sequence (P34981 whole entry, looked up): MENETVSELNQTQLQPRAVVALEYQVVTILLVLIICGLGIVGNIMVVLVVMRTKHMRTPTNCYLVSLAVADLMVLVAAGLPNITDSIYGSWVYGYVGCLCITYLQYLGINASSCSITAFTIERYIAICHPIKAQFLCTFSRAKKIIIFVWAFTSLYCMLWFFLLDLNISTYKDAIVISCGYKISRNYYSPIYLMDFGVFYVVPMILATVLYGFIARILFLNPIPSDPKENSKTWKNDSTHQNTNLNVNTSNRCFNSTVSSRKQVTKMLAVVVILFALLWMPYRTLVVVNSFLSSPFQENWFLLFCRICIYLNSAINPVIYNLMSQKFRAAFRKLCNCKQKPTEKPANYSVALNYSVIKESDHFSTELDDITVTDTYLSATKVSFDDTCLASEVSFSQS
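TRHR-expressing cells loaded with fluo-8 calcium dye were read kinetically (ex 480/em 530) during compound addition, then stimulated with an EC20 of TRH (10 nM final). Enhancement of the Gq-mediated intracellular calcium response was scored.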
mIDH1 inhibitor – qHTS for Inhibitors of mutant isocitrate dehydrogenase 1 (IDH1): qHTS | Potency, µM (top dose mostly 76.6 µM), inactives show top-dose activity change, negative = inhibition, actives largely listed as inhibitors | IDH1-R132H enzyme, NADPH consumption, diaphorase/resazurin fluorescence | Isocitrate dehydrogenase [NADP] cytoplasmic (Homo sapiens), O75874 | 390,000 tested, 0.093% active; note: potency is the fitted concentration of half-maximal effect; % is set by controls: 0 for no effect and ±100 for the full control effect; nearly all actives have a fitted effect of over 65% in size
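IDH1-R132H (0.5 ug/mL) preincubated 30 min with compound, then NADPH (0.016 mM) and alpha-KG (2 mM) added; 80 min at RT, pH 7.5. Remaining NADPH coupled via diaphorase/resazurin to fluorescence (540/590 nm); concentration-response curves normalized to no-enzyme control.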
D2 antag – HTS Assay for Allosteric Antagonists of the Human D2 Dopamine Receptor: Primary Screen for Antagonists. 340,000 tested, 2% active. D(2) dopamine receptor (Homo sapiens), P14416. HEK293 TREx D2 cells, calcium flux, dopamine EC80. inhibition, % at 10 µM; in the data active = inhibition above about 30%; note: 0% is about no effect
Target sequence (P14416 whole entry, looked up): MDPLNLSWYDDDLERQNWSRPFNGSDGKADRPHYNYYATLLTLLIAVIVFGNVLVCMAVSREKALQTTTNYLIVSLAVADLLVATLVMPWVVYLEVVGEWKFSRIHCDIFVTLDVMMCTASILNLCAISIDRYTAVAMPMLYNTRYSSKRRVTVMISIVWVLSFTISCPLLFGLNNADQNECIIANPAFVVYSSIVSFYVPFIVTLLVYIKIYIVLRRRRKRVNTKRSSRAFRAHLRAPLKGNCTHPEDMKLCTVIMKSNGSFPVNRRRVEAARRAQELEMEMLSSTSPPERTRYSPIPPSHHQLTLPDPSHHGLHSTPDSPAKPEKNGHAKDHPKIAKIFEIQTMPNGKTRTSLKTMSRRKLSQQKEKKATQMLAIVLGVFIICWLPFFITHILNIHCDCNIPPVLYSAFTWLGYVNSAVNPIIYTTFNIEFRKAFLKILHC
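Dopamine at EC80 is the agonist stimulus; test compounds precede it by 180 s. Calcium flux read kinetically in a force-coupled, inducible HEK293 T-REx D2 cell line.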
D2 ag – HTS Assay for Allosteric Agonists of the Human D2 Dopamine Receptor: Primary Screen for Agonists; HEK293 T-REx D2 cells, calcium flux agonist mode; 340,000 tested, 0.53% active; activation, % at 2 µM; D(2) dopamine receptor (Homo sapiens), P14416; AID 485358, 2010;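 active = activation over 3 SD above normal in the single-dose calcium agonist read, cut at about 30% in these data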; note: 0% is about no effect
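Agonism is scored from calcium flux in a force-coupled, inducible HEK293 cell line expressing D2, read kinetically for 180 s after compound addition against dopamine controls.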
USP1-UAF1 inh – Inhibitors of USP1/UAF1: Primary Screen. Ubiquitin carboxyl-terminal hydrolase 1 (Homo sapiens), O94782. Potency, µM (doses to about 57.1 µM), without a hit: at the highest dose activity change, negative = inhibition, actives largely listed as inhibitors. 390,000 tested, 0.23% active. AID 743255, 2014. recombinant USP1/UAF1, Ub-Rhodamine cleavage fluorescence; note: potency is the fitted concentration of half-maximal effect; % is set by controls: 0 for no effect and ±100 for the full control effect; nearly all actives have a fitted effect of over 60% in size; inactives centre near -12
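In this screen, compounds sit with the deubiquitinase complex (1nM) for 15 min at room temperature before Ub-Rho is added at 150nM final. Fluorescence rise is then followed for 6 reads every 60 seconds.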
TrxR1 substrate – qHTS Assay for Substrates of Mammalian Selenoprotein Thioredoxin Reductase 1 (TrxR1): qHTS | Thioredoxin reductase 1, cytoplasmic (Rattus norvegicus), O89049 | purified TrxR1 substrate turnover, NADPH consumption readout | Potency, µM (top dose mostly 114 µM), without a hit: at the highest dose activity change, negative = substrate turnover | 390,000 tested, 0.01% active | AID 588456, 2011; note: potency is the fitted concentration of half-maximal effect; % is set by controls: 0 for no effect and ±100 for the full control effect; nearly all actives have a fitted effect of over 50% in size
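Rat TrxR1, dispensed at 90 nM, was prereduced with 400 uM NADPH (final) for 5 min at ~22 deg C, then incubated with compound 15 min before 400 uM selenite. A first-read NADPH fluorescence drop versus no-compound background flagged substrates.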
PI4K2A block – qHTS for small molecular inhibitors of PI4K2A; Phosphatidylinositol 4-kinase type 2-alpha (Homo sapiens), Q9BTU6; purified PI4K2A, ADP-Glo luminescence, 1 h; active compounds read low; activity change, negative = inhibition, % at 76.9 µM; 420,000 tested, 0.13% active; in the data active = activity change below about -50%; inconclusive = mostly about -30% to -49%;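 note: -100% = wells without enzyme as full effect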
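In this quantitative HTS, ADP production by PI4K2A was quantified luminescently after 1 h at ambient temperature; 100 microM adenosine served as plate-quality control.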
TRHR ag – qHTS for Small Molecule Agonists and Allosteric Enhancers of Human TRH Receptor: Primary Screen for Agonists; Thyrotropin-releasing hormone receptor (Homo sapiens), P34981; TRHR cells, calcium flux fluo-8, FDSS agonist mode; activation, % at 2 µM; 360,000 tested, 0.18% active; in the data active = activation above about 30%; note: 0% is about no effect
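Read-out: compound-evoked intracellular calcium rise in TRHR cells, fluo-8 dye, kinetic FDSS fluorescence at 1 s/cycle following a 10-cycle baseline. Cells cultured overnight before dye loading (30 min–1.5 h, RT).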
* = called active by the depositor; u = inconclusive; x = not tested or not shown; & = joins results of further samples; [ ] = another dose, or the depositor's remark. Unless noted, calls come from the whole dose curve; as a rule, active = well fitted inhibition curve with a large enough effect; inconclusive = small, poorly fitted or top-dose-only effect; inactive = no such curve, though single readings can be large or run the other way.

Values run as follows: TRHR enhancer	TRHR ag	TrxR1 inh	mIDH1 inhibitor	TrxR1 substrate	PI4K2A block	D2 antag	USP1-UAF1 inh	D2 ag
CN(CC(=O)O)C(=O)c1ccccc1
  x	x	9%	-1%	3%	-4	x	-23%	x
COC1=CC(=O)OC12CCCCC2
  -2	0.5	-10%	0%	-5%	2	6	5%	0.2
C(=N\Nc1ccc2ccccc2n1)/c1ccc2c(c1)OCO2
  -8	0.0	15%[57.1 µM]	2%	10%[57.1 µM]	-14	-19	-1%	-0.6
COc1ccc(S(=O)(=O)N(CC(=O)NCCCN(C)C)c2ccc(C)cc2)cc1OC
  4	0.3	-18%	9%	-10%	-9	20	-13%	0.1
Cc1sc(NC(=O)C2C3C=CC(C3)C2C(=O)O)c(C(N)=O)c1-c1ccc(C(C)C)cc1 (stereo not given)
  6	-0.1	13%	3%	8%	-3	0	-5%	-0.8
CCOC(=O)C1(Cc2cccc(OC)c2)CCN(Cc2ccon2)CC1
  4	0.5	10%	-4%	6%	-2	6	-21%	0.1
CCCCC1=CC2=C(c3ccco3)C(=O)C(C)(OC(=O)c3ccc(OC)cc3)C(=O)C2=CN1CCN1CCOCC1 (stereo not given)
  4	1.3	-1%[57.1 µM]	-12%	-5%	-4	-6	-13%	-0.1
Cc1cc(C)c(Cn2c(=O)n(CCCC(=O)NCc3ccc4c(c3)OCO4)c(=O)c3sccc32)c(C)c1
  -4	-0.7	15%	5%	7%	2	x	-26%	x
CC(C)c1ccc(N(C(=O)c2snc(C(N)=O)c2N)C(C(=O)NC2CCCC2)c2ccncc2)cc1 (stereo not given)
  1	0.4	26%	0%	7%	0	26	-20%	0.6
COc1ccc(OC)c(C2CC(=O)N3CN(c4ccccc4F)CSC3=C2C#N)c1 (stereo not given)
  8	-0.1	u	17%	0%[57.1 µM]	-10	5	-24%	0.5
COCN(C#N)c1nc(N(C)C)nc(N(C)C)n1
  6	0.2	18%[57.1 µM]	8%	6%[57.1 µM]	0	-10	-21%	0.4
O=C(c1cc2cc(Cl)ccc2[nH]1)N1CCN(C(=O)c2ccco2)CC1
  -1	1.0	50µM*	7%	5%	0	-30	-21%	2.5
CCOc1ccc(CC(=O)Nc2c(C(N)=O)oc3ccc(Br)cc23)cc1OCC
  1	-0.1	19%[57.1 µM]	6%	3%[57.1 µM]	-5	x	-11%	x
COc1ccc(NS(=O)(=O)c2ccc(S(=O)(=O)N3CCCC3)cc2)cc1Cl
  3	1.4	-2%	-3%	-4%	2	-17	0%	0.7
O=c1c2ccccc2nc(N/N=C/c2ccccc2)n1O
  -7	0.6	-5%	6%	-1%	-5	-6	-15%	0.0
O=C(CSc1ccc(-c2ccc(F)cc2)nn1)NC1CCCCC1
  6	-0.7	21%[57.1 µM]	-5%	-11%	2	-16	-1%	3.8
COc1ccc(/C=N/NC(=S)N[C@H]2CC3CCC2C3)cc1 (stereo not given in full)
  5	1.6	22%[11.4 µM]	20%	11%[11.4 µM]	1	-21	-5%	0.6
O=C(CC1Oc2ccccc2NC1=O)NCc1ccc(Cl)cc1 (stereo not given)
  4	0.1	7%	14%	2%	-1	9	-27%	0.4
O=C(NCC1CCCO1)C(c1ccc(F)cc1)N(Cc1ccc2c(c1)OCO2)C(=O)c1ccc(CN2CCOCC2)o1 (stereo not given)
  -5	0.2	-24%	-7%	-16%	-1	-8	-19%	0.5
O=C(NCc1ccccc1)C12CN(Cc3ccccc3)CC1C(c1ccc([N+](=O)[O-])cc1)=NO2 (stereo not given)
  0	0.1	14%	11%	3%	-1	-4	-23%	0.2
CCc1cccc(NC(=O)CC2Oc3ccccc3NC2=O)c1 (stereo not given)
  -2	1.0	20%	-2%	4%	-2	5	-5%	0.1
CCN(CC)S(=O)(=O)c1cc([N+](=O)[O-])ccc1NNC(=O)Nc1ccccc1
  0	0.1	-5%	1%	-13%	-1	-23	-9%	0.1
O=C(Oc1coc(CSc2ncccn2)cc1=O)c1ccco1
  -4	0.2	-5%	-2%	-1%	13	14	-13%	0.2
Oc1ccc(C(=Nc2ccccc2)c2ccccc2)c(O)c1
  x	x	15%	-5%	-5%	-9	x	-13%	x
COc1ccc(N2CCN(C(=O)c3ccccc3NC(=O)c3ccccc3)CC2)cc1
  3	-0.2	-13%	7%	-8%	4	-2	-10%	0.3
O=C(CSc1nc2c(c(=O)[nH]1)CCCC2)Nc1ccc(Cl)cc1F
  0	0.0	12%	5%	0%	-3	-25	3%	0.2
Cc1nn(Cc2ccc(C(=O)Nc3nc4c(C)cccc4s3)o2)c(C)c1Br
  -7	0.3	-13%	-3%	55%[activator]	16	x	-17%	x
COc1ccc(C(CC(=O)Nc2cc(Cl)c(OC)cc2OC)N2Cc3ccccc3C2=O)cc1 (stereo not given)
  -4	0.0	14%	3%	-7%	5	x	8%	0.1
CC(=O)c1c(C)nc(-c2ccccc2)n1O
  3	1.2	-15%[57.1 µM]	-3%	0%[57.1 µM]	7	-13	7%	0.4
O=C(NCC1CCCO1)c1cccc(S(=O)(=O)Nc2ccc(SC(F)F)cc2)c1 (stereo not given)
  -3	0.0	-2%	5%	-11%	1	-22	-10%	0.6
O=C(C(=O)N1CCN(Cc2ccc3c(c2)OCO3)CC1)c1c[nH]c2ccccc12
  -8	1.2	-10%	-10%	-5%	-4	-6	-10%	0.5
Cc1ccc(C)c(CN2CCC(CNC(=O)C(CC(C)C)N3Cc4ccccc4C3=O)CC2)c1 (stereo not given)
  1	0.8	7%	14%	2%	1	x	-9%	1.5
CC(C)NC(=O)c1ccc2c(c1)S(=O)(=O)c1ccccc1C2=O
  6	0.4	-4%	7%	1%	19	-12	-7%	0.5
CCNc1ccc(Br)cc(C(=O)/C=C/c2ccc(Cl)cc2Cl)c1=O
  -5	1.7	8.9µM*	3%	0%	6	-9	u	0.4
CC(C)Nc1nnc(SCC(=O)N2CCN(C(=O)c3ccco3)CC2)s1
  5	-0.7	u	6%	-3%	1	-5	-15%	-0.1
Cc1nn(Cc2ccc(Cl)cc2)c(C)c1NC(=O)CSc1n[nH]c(C)c1[N+](=O)[O-]
  0	0.7	0%	2%	0%	6	-21	-2%	0.7
CC(=NC(C)C)C1=C(O)CCC1=O
  -1	-0.2	-15%	0%	u	1	3	2%	-0.1
O=c1c(O[C@@H]2O[C@H](CO)[C@H](O)[C@H](O)[C@H]2O)c(-c2ccc(O)c(O)c2)oc2cc(O)cc(O)c12
  1	-0.2	x	x	x	x	2	x	0.7
Nc1cc(=O)[nH]c(SCCSc2cc(Cl)ccc2Cl)n1
  -5	0.4	-32%	0%	1%	1	-15	-17%	-0.4
O=C1c2ccccc2C(=O)C1c1ccc2ccccc2n1
  22	1.5	5%&-12%&17%	3%	-3%	-7	-17	-26%	0.5
COc1ccc(-n2nc(C(=O)NCC(=O)NCCCN3CCN(C)CC3)c3ccccc3c2=O)cc1
  1	0.4	20%[57.1 µM]	7%	9%[57.1 µM]	6	3	-18%	0.7
Cc1oc2c(CN(C)C)c(O)ccc2c(=O)c1-c1ccc2ccccc2n1
  13	-0.7	-11%	8%	-3%	0	-2	2%	0.6
O=C(CSc1ccc2ccccc2n1)Nc1ccc(N2CCOCC2)cc1
  -1	-0.3	22%[57.1 µM]	5%	-16%[57.1 µM]	-2	6	-20%	0.7
COc1ccc(CC(=O)Nc2c(C(=O)Nc3ccc(F)cc3)oc3ccccc23)cc1OC
  -2	0.3	10%	8%	11%	-13	x	-20%	0.7
CCOC(=O)CC(=O)CSc1nc(C)cc(-c2cccnc2)c1C#N
  9	1.0	-7%	3%	-5%	-1	17	-1%	-0.5
O=C1CCC2=C(CCCC2=O)N1
  -7	0.3	20%[57.1 µM]	0%	6%[57.1 µM]	-1	7	-10%	1.3
CC(=O)Nc1cccc(NC(=O)COc2ccc3c(c2)CCC3)c1
  -12	-0.5	-5%	-1%	-4%	7	12	-10%	0.3
Fc1cc2[nH]c(=S)[nH]c2c(Br)c1N1CCSCC1
  -4	0.2	-8%	8%	2%	4	15	-21%	0.3
CCc1ccccc1N1C(=O)c2cccc3c(N4CCOCC4)c([N+](=O)[O-])cc(c23)C1=O
  1	-0.2	-3%	4%	-14%	1	4	-14%	0.2
O=C(c1ccccc1NS(=O)(=O)c1ccc(F)cc1F)N1CCCCC1
  x	x	-6%[2.29 µM]	-4%	-3%[2.29 µM]	1	x	-16%	x

Single records (already shown). Order of screens: TRHR enhancer | TRHR ag | TrxR1 inh | mIDH1 inhibitor | TrxR1 substrate | PI4K2A block | D2 antag | USP1-UAF1 inh | D2 ag
Record of `COc1ccc(-n2nc(C(=O)NCC(=O)NCCCN3CCN(C)CC3)c3ccccc3c2=O)cc1` → 1 | 0.4 | 20%[57.1 µM] | 7% | 9%[57.1 µM] | 6 | 3 | -18% | 0.7
Record of `COc1ccc(S(=O)(=O)N(CC(=O)NCCCN(C)C)c2ccc(C)cc2)cc1OC` → 4 | 0.3 | -18% | 9% | -10% | -9 | 20 | -13% | 0.1
Record of `Cc1ccc(C)c(CN2CCC(CNC(=O)C(CC(C)C)N3Cc4ccccc4C3=O)CC2)c1` (stereo not given) → 1 | 0.8 | 7% | 14% | 2% | 1 | x | -9% | 1.5

High-throughput results from PubChem.
